# LDHA block = inhibitors of human lactate dehydrogenase A; 0.15% of 480,000 active; P00338; activity change, % (values are at about 110 or 230 µM); purified LDHA, NADH/diaphorase-resazurin fluorescence; stronger effect = lower value; in the data active = activity change below about -30%; inconclusive = mostly about -25% to -30%;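 also: plate controls were DMSO wells for no effect and wells without enzyme for full effect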
#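 Resorufin fluorescence (ex540/em590), read at 0 and 20 min after diaphorase/resazurin addition, reports the NADH left after a 5 min room-temperature reaction of 2 nM human LDH5 with 0.06 mM NADH and 0.2 mM pyruvate.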
# Glioma ERSR ind = inducers of ER stress response in human glioma cells; U87-MG GRP78 promoter luciferase reporter, 16 h; Potency, µM, inactives show top-dose activation, usual class: activators; 0.02% of 420,000 active; also: potency is read from the fitted curve at half-maximal effect; series mostly up to about 76 µM; % of control where 0% means no effect; nearly all actives have a fitted effect of over 35% in size
#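 Stably transfected U87-MG glioma cells carrying a GRP78-based luciferase sensor; 16 h compound incubation. Luminescence end-point read 10 min after Bright-Glo addition at room temperature.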
# RXFP1 ag = agonists of human relaxin receptor RXFP1; Q9HBX9; HEK293T-RXFP1 cAMP TR-FRET, 30 min; response scale: percent of porcine relaxin response, buffer zero; Potency, µM (doses to about 57.5 µM), without a hit: at the highest dose activation, actives largely listed as activators; 0.3% of 370,000 active; AID 2676; also: potency is read from the fitted curve at half-maximal effect; % is scaled to controls: 0 for no effect and ±100 for the full control effect; nearly all actives have a fitted effect of over 60% in size; many of its hits are not listed in these tables
#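 cAMP rise read by TR-FRET after 30 min, 37C compound exposure (up to 58 uM) in RXFP1-transfected HEK293 cells with Ro 20174 present. EC50 from Hill-equation fits, with 29 nM porcine relaxin as 100% and buffer as basal.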
# D1 antagonist = blocks dopamine activation of the human D1 receptor; HEK293 TREx D1 cells, calcium flux, dopamine EC80; stronger effect = lower value; P21728; activity change, negative = inhibition, % at 10 µM; 3.2% of 360,000 active; in the data active = activity change below about -30%; also: % is scaled to controls: 0 for no effect and ±100 for the full control effect
# Target sequence (P21728 whole entry, looked up): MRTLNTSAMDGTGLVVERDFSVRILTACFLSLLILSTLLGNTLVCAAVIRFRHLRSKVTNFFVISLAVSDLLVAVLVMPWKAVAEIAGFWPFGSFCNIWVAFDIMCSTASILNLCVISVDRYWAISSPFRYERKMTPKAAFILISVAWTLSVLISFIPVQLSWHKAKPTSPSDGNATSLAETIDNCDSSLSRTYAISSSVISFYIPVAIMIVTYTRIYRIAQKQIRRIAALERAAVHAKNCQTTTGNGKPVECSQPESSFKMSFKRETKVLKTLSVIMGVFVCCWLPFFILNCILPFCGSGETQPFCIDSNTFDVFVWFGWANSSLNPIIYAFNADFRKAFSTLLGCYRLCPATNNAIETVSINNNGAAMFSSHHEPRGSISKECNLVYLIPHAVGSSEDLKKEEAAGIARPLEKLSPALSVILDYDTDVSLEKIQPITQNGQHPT
#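 Tetracycline-induced HEK293 Trex D1 cells, force-coupled to calcium, dye-loaded; compounds added and read 180 s, then EC80 dopamine added and calcium flux tracked kinetically another 180 s.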
# D1 PAM = human D1 dopamine receptor positive modulation; potentiation, % at 10 µM; HEK293 TREx D1 cells, calcium flux, dopamine EC20 potentiation; P21728; 0.036% of 360,000 active; AID 504651; in the data active = potentiation above about 30%; also: 0% is about no effect
# D2 potentiator = positive allosteric modulators of human D2 dopamine receptor | P14416 | HEK293 T-REx D2, calcium flux, EC20 dopamine potentiation | potentiation, % at 10 µM | 0.34% of 340,000 active;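 active = potentiation over 3 SD above the plate norm, cut at about 30% in these data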; also: 0% is about no effect
#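 Tetracycline-induced HEK293 T-REx cells force-coupled to calcium signalling expressed D2; compounds were pin-added after a 10 s baseline, read kinetically 180 s, then an EC20 dopamine challenge followed with a further 180 s calcium read.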
# Vif-APOBEC3G blk = blocks the Vif interaction with human APOBEC3G | HeLa A3G-eYFP + Vif (tagged APOBEC3G with the HIV-1 protein that degrades it), YFP fluorescence, overnight | Potency, µM (titrated, usually from 46.1 µM), for the others: top-dose activity, negative = active, hits mostly inhibitors | 0.076% of 410,000 active | Q9HC16;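 also: potency is read from the fitted curve at half-maximal effect; % is scaled to controls: 0 for no effect and ±100 for the full control effect; nearly all actives have a fitted effect of over 60% in size; hits raise eYFP signal because A3G escapes Vif-driven loss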
# Target sequence (Q9HC16 whole entry, looked up): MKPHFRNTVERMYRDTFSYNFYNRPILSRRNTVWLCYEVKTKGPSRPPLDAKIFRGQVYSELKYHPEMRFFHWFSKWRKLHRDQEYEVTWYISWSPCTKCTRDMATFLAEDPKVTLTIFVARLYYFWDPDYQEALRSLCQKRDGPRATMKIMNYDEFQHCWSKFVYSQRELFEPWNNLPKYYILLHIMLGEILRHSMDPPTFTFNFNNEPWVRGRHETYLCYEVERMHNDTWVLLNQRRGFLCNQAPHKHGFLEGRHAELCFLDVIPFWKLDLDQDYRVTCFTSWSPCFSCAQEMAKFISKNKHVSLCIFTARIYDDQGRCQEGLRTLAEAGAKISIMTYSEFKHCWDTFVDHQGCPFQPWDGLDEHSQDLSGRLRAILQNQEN
#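 HeLa cells stably expressing Vif and C-terminally eYFP-tagged A3G, seeded overnight at 37 deg C, then exposed to compound by pintool overnight at 37 deg C. Rise in yellow fluorescence (Ex 488/Em 500-530, Acumen) marks blocked Vif-driven A3G degradation.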
# Vif-APOBEC3F blk = inhibitors of Vif-A3F interaction; HeLa A3F-eYFP + Vif (tagged APOBEC3F with the HIV-1 protein that degrades it), YFP fluorescence increase; Potency, µM (series often up to 46.1 µM), inactives show at the highest dose activity, negative = active; 0.2% of 390,000 active; AID 602313; also: potency is read from the fitted curve at half-maximal effect; % of control where 0% means no effect; nearly all actives have a fitted effect of over 65% in size
#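 HeLa cells stably expressing A3F-eYFP plus Vif, plated and incubated overnight at 37 deg C, then exposed to compounds overnight at 37 deg C. Blocked degradation read as raised yellow fluorescence (Ex 488/Em 500-530).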
# D1 agonist = activates the human D1 dopamine receptor; P21728; HEK293 T-REx D1 cells, calcium flux, agonist mode; activation, % at 2 µM; 1% of 360,000 active; in the data active = activation above about 30%; also: 0% is about no effect
#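 Tetracycline-induced HEK293 TREx D1 cells, force-coupled to calcium signalling, were dye-loaded with a no-wash calcium kit. Compound was pin-added after a 10 s baseline. Fluorescence was read kinetically at 1 cycle/s for 180 s, with calcium rises flagged as agonism.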
# The depositor's hits bear a star; ? = inconclusive; . = not tested or not shown; & = joins results of further samples. Unless noted, calls follow the shape of the dose curve; as a rule, active = well fitted curve in the direction sought with a large enough effect; inconclusive = small, poorly fitted or top-dose-only effect, or another doubt; inactive = no such curve, though single readings can be large; an effect the other way counts as inactive or inconclusive.
SMILES,LDHA block,Glioma ERSR ind,RXFP1 ag,D1 antagonist,D1 PAM,D2 potentiator,Vif-APOBEC3G blk,Vif-APOBEC3F blk,D1 agonist
COc1ccc(N2C(=O)N[C@@H](Cc3ccccc3)C2=O)cc1OC,-5,-6%,2.0%,2,-5,0,1%,0%,1
CCOc1ccccc1C(=O)NCC(=O)OCC(=O)N1CCCC1,-3,-5%,.,.,.,.,0%,2%,.
Cc1ccc(S(=O)(=O)Nc2nc3ccccc3nc2N2CCN(c3ccccc3F)CC2)cc1,2,-9%,0.4%,-2,-6,0,-1%,-13%,6
CCCCN(C)CCNC(=O)C1CCCN(S(=O)(=O)c2cccc3nsnc23)C1 (stereo not given),-4&-2,-2%&-3%,1.1%&3.4%,14&21,2&3,-10&-16,-1%&6%,3%&-3%,0&-1
Cc1cccc(OCC(=O)N(Cc2ccccc2)c2ccccn2)c1,-7,-3%,0.8%,-11,-1,-13,3%,4%,-1
CC1CC(CC(=O)NC(=S)Nc2ccccc2Cl)C(=O)O1 (stereo not given),0,-2%,-0.6%,-4,2,1,-1%,-10%,2
C=CCn1c(SCC(=O)NC2CC2)nnc1-c1ccccn1,0,-5%,1.9%,8,-4,-8,0%,1%,4
Cc1cccc(Nc2ccccc2C(=O)NCc2ccco2)c1C,-1,-4%,3.5%,-2,1,5,-7%,3%,0
CCOc1ccccc1NC(=O)C(Cc1ccccc1)NS(=O)(=O)c1ccc2c(c1)oc(=O)n2C (stereo not given),-7,-1%,2.4%,4,0,-6,1%,1%,0
COc1ccc(C2(C)NC(=O)N(CC(=O)NC3CCCC3)C2=O)cc1OC (stereo not given),0,-4%,-1.2%,1,-4,-7,0%,-9%,3
COc1ccccc1Nc1nc(-c2sc(NC(=O)c3cccc(Cl)c3)nc2C)cs1,.,.,1.5%,5,-3,-2,.,.,4
CCN(CC(=O)NCCc1ccc(S(N)(=O)=O)cc1)Cc1nc2cc(OC)c(OC)cc2c(=O)[nH]1,-4,0%,-0.9%,-1,-2,3,-1%,-7%,3
Cc1cccc(-c2cccc(NC(=O)C3CCCN(C(=O)c4ocnc4C)C3)c2)c1 (stereo not given),-6,0%,7.8%,-23,-3,.,-6%,3%,0
COc1ccc(CN=C2NN=C(c3ccccc3)CS2)cc1,0,6%,0.2%,-16,-3,1,0%,2%,2
Cn1c(SCC(=O)N2CCCc3ccccc32)ncc(C(=O)Nc2ccc(F)cc2)c1=O,-4,-1%,1.2%,.,-2,1,2%,0%,-2
CC1CC(C)(C)NC(=S)N1CC(=O)NCc1ccccc1Cl (stereo not given),-3,-1%,0.4%,3,2,-8,-4%,-17%,3
CCC1CCCCN1CCCNC(=O)Cn1nc(-c2ccccc2)ccc1=O (stereo not given),0,-3%,-1.3%,-9,0,-7,0%,3%,1
Cc1ccc(S(=O)(=O)CCC(=O)OCC(=O)NC(N)=O)cc1,-5,-1%,0.7%,-16,6,4,0%,-6%,-1
O=C(N/N=C/c1cn(-c2ccccc2)nc1-c1cc2ccccc2o1)c1ccccc1Br,0,0%,1.4%,-10,-3,-6,2%,-10%,10
COc1cc(-c2nnc(NC(=O)C3=COCCO3)o2)cc(OC)c1OC,8,-2%,2.5%,14,-3,-4,3%,-4%,3
CCOc1cccc(CN2CCN(c3cccc(C(F)(F)F)c3)CC2)c1O,13,-3%,2.4%,2,-4,11,0%,-5%,3
Cc1csc(NC(=O)NC2(C(F)(F)F)Oc3ccccc3O2)n1,9,?,-1.4%,16,0,5,?,-7%,4
CC(=O)c1ccc(NC(=O)CSc2nnc(NC(=O)NC3CCCCC3)s2)cc1,-11,-4%,-0.7%,.,-1,-2,-9%,1%,1
CN1CCN(C(=O)c2ccccc2NS(=O)(=O)c2ccc(F)cc2)CC1,-5,-6%,-1.2%,9,1,14,1%,1%,0
Cc1noc(C)c1C(=O)Nc1nccs1,-11,-6%,4.1%,27,-6,10,1%,-2%,3
COc1ccc(NC(=O)COC(=O)C2COc3ccccc3O2)cc1OC (stereo not given),2,-5%,.,.,.,.,-3%,0%,.
COc1ccc(-n2c(C)c([N+](=O)[O-])c3ccc(O)c(CN4CCCCC4)c32)cc1,1,-7%,0.8%,2,-2,-1,0%,5%,1
O=C(CNC(=S)N(Cc1ccc(F)cc1)C1CCCCC1)NCCN1CCOCC1,-9,-1%,0.9%,4,-3,-6,3%,3%,1
O=C(NCC(c1cccnc1)N1CCN(Cc2ccccc2)CC1)C(=O)Nc1ccc(F)cc1 (stereo not given),2,-1%,-0.7%,5,11,-10,2%,4%,2
COc1ccc(OC)c(NC(=O)c2cccc(N3C(=O)C4C5CCC(C5)C4C3=O)c2)c1 (stereo not given),-6,-4%,-3.0%,-12,-2,.,4%,-19%,7
Cc1cc2c(s1)c(C#N)c(C(=O)NCc1ccccc1F)n2C,.,.,5.7%,-30,-6,.,.,.,4
O=C(COC(=O)CCc1ccccc1)Nc1ncc(Cl)cc1Cl,0,-1%,-0.1%,3,2,3,-9%,-11%,0
Cc1nn(C(=O)c2nn(C)cc2[N+](=O)[O-])c(C)c1Br,-7,-5%,0.9%,-12,0,2,0%,-2%,0
C#CCOCCOCCOCCNc1nc(N2CCN(C(=O)C(Cc3ccc(O)cc3)n3cc(C(N)CC(C)C)nn3)CC2)nc(N2CCN(C(=O)C(Cc3ccc(O)cc3)n3cc(C(N)C(C)CC)nn3)CC2)n1 (stereo not given),-2,-4%,-0.6%,-11,4,5,1%,-2%,-3
COCCn1c(SCC(=O)Nc2cc(C)on2)nnc1-c1ccco1,-6,-3%,3.1%,-12,-2,0,-5%,-2%,6
O=C1CC(c2ccccc2Cl)Cc2c1cnn2-c1nc2ccccc2s1 (stereo not given),.,.,-2.0%,9,7,-6,.,.,2
CCCCn1c(CNC(=O)C23CC4CC(CC(C4)C2)C3)nnc1SCC(=O)Nc1ccc(F)cc1,3,-2%,0.0%,16,1,1,-2%,1%,1
Cc1cc(=O)oc(C)c1C(=O)Nc1ccc(Cl)cn1,-3,-2%,3.3%,-14,6,5,-1%,.,0
O=C(COC(=O)Cc1cccc(C(F)(F)F)c1)NCC1CCCO1 (stereo not given),-3,-4%,-0.1%,13,-3,-4,1%,0%,0
Cn1c(SCC(=O)NC2CCCCC2)nnc1-c1ccc(N)cc1,-7,0%,-0.5%,2,-1,0,-4%,7%,3

# Looked up by compound from the list above:
SMILES,LDHA block,Glioma ERSR ind,RXFP1 ag,D1 antagonist,D1 PAM,D2 potentiator,Vif-APOBEC3G blk,Vif-APOBEC3F blk,D1 agonist
O=C(COC(=O)CCc1ccccc1)Nc1ncc(Cl)cc1Cl,0,-1%,-0.1%,3,2,3,-9%,-11%,0
CCOc1cccc(CN2CCN(c3cccc(C(F)(F)F)c3)CC2)c1O,13,-3%,2.4%,2,-4,11,0%,-5%,3
COc1ccc(OC)c(NC(=O)c2cccc(N3C(=O)C4C5CCC(C5)C4C3=O)c2)c1 (stereo not given),-6,-4%,-3.0%,-12,-2,.,4%,-19%,7
O=C1CC(c2ccccc2Cl)Cc2c1cnn2-c1nc2ccccc2s1 (stereo not given),.,.,-2.0%,9,7,-6,.,.,2

# Continuation:
SMILES,LDHA block,Glioma ERSR ind,RXFP1 ag,D1 antagonist,D1 PAM,D2 potentiator,Vif-APOBEC3G blk,Vif-APOBEC3F blk,D1 agonist
NC(=O)NC(CC(=O)NCc1ccc2c(c1)OCO2)c1ccccc1Cl (stereo not given),-1,-3%,-0.5%,-15,.,-1,2%,5%,2
Cc1ccc(NC(=O)C2=COCCO2)cc1S(=O)(=O)N1CCOCC1,-4,-6%,2.9%,0,-2,-6,1%,-10%,3
CC1(C)CC(=O)C(C=NCCN2CCN(C(=S)Nc3ccc(F)cc3)CC2)=C(O)C1,-1,-6%,0.4%,-5,-1,4,2%,-8%,2
COC(=O)c1cc(-c2ccccc2)n(CC(=O)O)c1C,-3,2%,1.1%,9,-1,3,1%,3%,3
CCOc1ccc(NC(=O)CSc2nnc(C(C)C)n2CC)cc1,-4,-4%,0.0%,1,0,-4,0%,-5%,-2
COc1cccc(C(=O)O/N=C2\CCS(=O)(=O)c3sccc32)c1,-6,-2%,1.3%,3,-3,-3,2%,-9%,0
COc1ccc(NC(=S)N2CCN(c3ccccc3)CC2)c(OC)c1,0,-1%,0.0%,6,1,-6,2%,0%,3
CCCCc1n[nH]c(=S)n1Cc1ccc(C)cc1,-8,1%,0.7%,-6,-3,1,-1%,?,1
CCC(=O)Nc1ccc2nc(SCCOc3ccc(C)cc3)sc2c1,-11,-2%,?,40,1,9,4%,-2%,9
Cc1ccc(OCC(=O)OCc2cc(=O)n3nc(C4CC4)sc3n2)cc1,-5,-1%,3.6%,-8,-7,-5,-2%,1%,8
COCCCn1c(C(=O)NC2CCCCC2)cc2c(=O)n3cccc(C)c3nc21,0,-3%,.,.,.,.,0%,4%,.
O=C(Nc1ccc(F)c(F)c1)c1cccnc1,-9,1%,0.9%,4,-7,9,?,-6%,0
Cc1cc(C)cc(NS(=O)(=O)c2cc(Br)cnc2N)c1,-7,-4%,0.3%,0,0,2,-29%,-1%,0
N/C(COc1cccc(Cl)c1)=N\NS(=O)(=O)c1ccccc1,2,0%,-0.5%,7,-3,13,2%,-6%,2
COc1cc2c(=O)c(C(=O)c3ccc(C)c(C)c3)cn(Cc3ccc(F)cc3)c2cc1OC,-8,-4%,-1.0%,20,-4,-5,-2%,-8%,3
COC(=O)CCCC1=CC2=CC(=O)C(C)(OC(=O)c3cccs3)C(=O)C2=CN1CCc1c[nH]c2ccccc12 (stereo not given),1,-2%,0.2%,16,0,8,-4%,0%,2
COc1cc(C2C=C(C34CC5CC(CC(C5)C3)C4)NC(=S)N2)cc(OC)c1OC (stereo not given),1,-2%,3.3%,0,0,11,0%,8%,6
O=C(Nc1ccccc1[N+](=O)[O-])c1ccc(S(=O)(=O)N2CCCC2)cc1,-1,-1%,-0.4%,-8,-7,0,-2%,-6%,4
CN(CC(=O)Nc1ccc(F)c(F)c1F)C(=O)c1cc(S(=O)(=O)N(C)C)ccc1N1CCCC1,-13,3%,.,.,.,.,0%,1%,.

# An excerpt; the hit share may differ from the screen's.
